Assay outcomes (PubChem)
SARS 3CLpro inh: SARS-CoV 3CLpro protease inhibition. P0C6X7. recombinant SARS-CoV 3CLpro, quenched FRET peptide cleavage. inhibition, % at 6 µM. 290,000 tested, 0.14% active. AID 1706; in the data active = inhibition above about 12%
MazF activator: MazEF (E. coli) toxin RNase activation. P0AE70. FAM/BHQ RNA-DNA oligo cleavage fluorescence, 5 h. activation, % at 20 µM. 350,000 tested, 0.32% active; in the data active = activation above about 50%
Target sequence (P0AE70 whole entry, looked up): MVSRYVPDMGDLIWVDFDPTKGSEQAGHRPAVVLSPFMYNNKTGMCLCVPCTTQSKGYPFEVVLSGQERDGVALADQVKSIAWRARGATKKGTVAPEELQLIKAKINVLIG
CCHF vOTU inh: blocks the CCHF virus ovarian tumor domain protease; 370,000 tested, 0.55% active; CCHFV vOTU protease, Pep-AMC fluorescence; inhibition, % at 11.5 µM; in the data active = inhibition above about 30%; also: 0% = vehicle wells with enzyme and 100% = no enzyme wells
SSB-PriA inh: inhibitors of Klebsiella pneumoniae PriA binding to SSB C-terminal tail. AlphaScreen SSBct-PriA binding, biotinylated peptide. inhibition, % at 33 µM. 430,000 tested, 0.6% active; in the data active = inhibition mostly above about 37%, no sharp cut-off; inactive = mostly below about 20%;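 also: plate controls were negative control peptide for no effect and reference peptide for full effect; strong numbers were not always called active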
Anthrax LF prot: anthrax lethal factor protease inhibition; 360,000 tested, 0.12% active; inhibition, % at 10 µM; AID 588501; multiplex microsphere protease cleavage assay, LF; also: plate controls were buffer without enzyme for full effect and enzyme alone for no effect
PrPC TRFRET: cell surface PrPC inhibition, primary TR-FRET screen | P04156 | inhibition, % at 13.8 µM | TR-FRET read-out | 370,000 tested, 0.43% active; in the data active = inhibition above about 24%; also: 0% = median of the test wells and 100% = reference compound wells
BoNT-F LC inh: inhibitors of Botulinum neurotoxin F light chain protease. Multiplex microsphere protease cleavage assay, flow cytometry. 360,000 tested, 0.22% active. AID 588497. inhibition, % at 10 µM; in the data active = inhibition above about 35%, passing the limit was not always enough; inconclusive = no clear call, values can overlap the other calls; also: plate controls were buffer without enzyme for full effect and enzyme alone for no effect
DUSP3 inh: blocks human VHR1 dual specificity phosphatase. recombinant VHR phosphatase, pNPP absorbance. inhibition, % at 13.3 µM. 290,000 tested, 0.52% active. AID 1654; in the data active = inhibition above about 50%; also: some compounds called inactive have numbers as strong as hits
Target sequence (P51452 whole entry, looked up): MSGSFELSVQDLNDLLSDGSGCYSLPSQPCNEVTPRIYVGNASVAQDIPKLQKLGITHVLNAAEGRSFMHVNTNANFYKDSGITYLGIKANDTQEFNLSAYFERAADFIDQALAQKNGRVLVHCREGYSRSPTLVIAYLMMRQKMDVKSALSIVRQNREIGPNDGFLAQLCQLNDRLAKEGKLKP
Rv3671c inh: Rv3671c (M. tuberculosis) protease inhibition. P9WHR9. inhibition, % at 5.96 µM. 320,000 tested, 0.048% active. AID 2606; in the data active = inhibition above about 38%;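 also: extracellular domain of Rv3671c used as enzyme; 0% = enzyme with DMSO and 100% = no enzyme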
Target sequence (P9WHR9 whole entry, looked up, the tested form may be a part): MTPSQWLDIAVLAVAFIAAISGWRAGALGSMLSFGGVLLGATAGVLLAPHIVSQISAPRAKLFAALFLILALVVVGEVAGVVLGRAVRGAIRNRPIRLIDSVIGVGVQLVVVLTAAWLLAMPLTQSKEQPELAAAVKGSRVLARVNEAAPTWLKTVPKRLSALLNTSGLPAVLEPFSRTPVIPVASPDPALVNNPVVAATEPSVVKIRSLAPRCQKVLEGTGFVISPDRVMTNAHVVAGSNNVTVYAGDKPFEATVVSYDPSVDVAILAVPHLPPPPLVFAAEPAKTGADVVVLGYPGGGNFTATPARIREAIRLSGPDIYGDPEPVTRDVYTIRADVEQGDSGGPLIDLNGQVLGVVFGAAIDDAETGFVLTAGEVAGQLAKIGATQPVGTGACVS
BoNT A protease: inhibitors of Botulinum neurotoxin A light chain protease. multiplex microsphere protease substrate cleavage, flow cytometry. inhibition, % at 10 µM. 360,000 tested, 0.17% active. AID 588499; also: plate controls were buffer without enzyme for full effect and enzyme alone for no effect
Numbers without * were called inactive; ? = inconclusive; · = no result given; & = joins results of further samples. Rule as the data show it, unless noted: active = inhibition above about 30%; inconclusive = no clear call, values can overlap the other calls; inactive = below that.

smiles,SARS 3CLpro inh,MazF activator,CCHF vOTU inh,SSB-PriA inh,Anthrax LF prot,PrPC TRFRET,BoNT-F LC inh,DUSP3 inh,Rv3671c inh,BoNT A protease
O=C(NCc1ccccc1)c1cccc(COc2ccc3c(c2)CCC3)c1,2,-17,10,-35,-2,-2,-4,5,-21,0.3
CC(=O)Nc1ccc(NC(=O)C(C)OC(=O)CC2CCCCC2)cc1 (centres undefined),·,3,-7,4,-2,-3,3,·,1,0.5
O=C(Nc1cc(Cl)cc(Cl)c1)C1C2C=CC3(O2)C1C(=O)N(CCCN1CCOCC1)C3C(=O)NC1CCCCC1 (centres undefined),2,5,8,-3,9,-6,16,26,6,-0.5
CCc1nnc(NC(=O)CS(=O)(=O)c2ccccc2)s1,-8,5,0,-5,4,0,8,-7,-9,1.3
Cc1cc(C)nc(NS(=O)(=O)c2ccc(NC(=O)c3ccccc3C)cc2)n1,3,4,10,-12,3,5,-25,-16,-1,-4.0
COc1ccc(NS(=O)(=O)c2ccc3c(c2)[C@H]2C=CC[C@H]2[C@@H](c2ccc(C(=O)O)cc2)N3)cc1,2,-18,39*,9,1,-15,-4,-4,25,-1.5
Cc1cc(Nc2nnnn2-c2ccccc2)n(-c2ccc(Cl)cc2)n1,5,-9,0,-12,-3,1,-17,6,-5,-1.2
CCC(=O)Nc1ccc(CCC(=O)N2CCCC2)cc1,1,18,-9,-14,0,-2,25,1,-1,3.2
CC(C)n1nnnc1-c1ccc(Cl)cc1,7,4,13,-10,-1,6,0,2,-7,0.3
Cc1ccc2nc(-c3ccccc3)cc(C(=O)NCC(c3ccco3)N(C)C)c2c1 (centres undefined),·,4,13,0,-6,-1,-19,·,-2,-4.3
COc1ccc(NC(=O)Cc2coc3cc(C)c(C(C)C)cc23)cc1S(=O)(=O)N1CCOCC1,5,-7,19,-3,1,14,-13,8,-17,6.6
COC(=O)N/N=C/c1ccc(-c2cccc(Cl)c2)o1,2,0,13,·,0,-12,0,2,-11,0.4
Cc1c(C(=O)NC(C)CCc2ccccc2)cccc1[N+](=O)[O-] (centres undefined),1,4,18,-10,0,-7,-1,-3,1,0.4
Cc1ccc(C)c(/C(O)=C2\C(=O)C(=O)N(CCCn3ccnc3)C2c2cccnc2)c1 (centres undefined),3,-11,26,·,0,6,9,31,-9,-0.2
COc1ccc(CNC(=O)c2cc3c(C)nc4ccccc4c3o2)c(OC)c1,0,37,·,-10,4,·,-5,19,-8,0.6
COc1cc(NC(=O)c2cc(Cl)nnc2Cl)cc(OC)c1OC,22*,-1,5,3,2,-11,5,20,-12,0.6
COc1ccccc1NC(=O)N1CCN(c2cc(-c3ccccc3)nc3ncnn23)CC1,-1,2,·,-9,-1,·,0,21,5,?
CC(C)N(Cc1nccn1C)C(=O)CC1C(=O)NCCN1Cc1ccc(F)cc1 (centres undefined),-1,0,4,-7,-3,3,1,-14,-5,-0.4
Cc1cccc(C(=O)Nc2ccc3ccccc3c2)c1,2,7,3,-61,-11,6,?,21,-9,2.8
Cc1cc(C)c(-c2cc(C(=O)Nc3cc(C)ccc3C)[nH]n2)c(O)c1,-3,3,1,-7,-5,-6,4,10,-3,-1.9
Cc1ccc(-n2cc(CNCCCn3ccnc3C)c(-c3ccc(F)cc3)n2)cc1,5,18,-5,18,-7,-16,-28,13,3,0.2
COc1ccc(CNC(=O)c2ccccc2NC(=O)C2=CSCCO2)c(OC)c1,-2,4,9,2,-4,-1,7,10,-1,-0.8
OCCCn1c(-c2ccccc2)nc(=S)c2c1CCCC2,2,3,0,1,1,5,2,15,-7,?
Cc1cc(C(=O)COC(=O)c2ccc[nH]c2=O)c(C)n1-c1ccccc1F,0,-1,20,-8,0,9,-2,9,17,-0.4
CCN1C(=O)/C(=C\N2CCN(c3ccccc3)CC2)SC1=S,0,-13,-4,11,-1,1,-9,13,-10,-0.7
O=C1CC(c2ccco2)CC(O)=C1C=NCCO (centres undefined),-1,-2,3,-13,4,-1,?,-2,-6,1.6
CC(=O)c1cccc(NC(=O)CO/N=C2/CCCc3nonc32)c1,4,8,4,·,0,4,-8,9,7,0.3
N#Cc1c(Cl)cccc1Oc1ccc(S(=O)(=O)Nc2ccccc2)cc1,0,16,-12,-8,-8,3,-4,-2,-5,-0.5
CC(NC(=O)CN(C)S(=O)(=O)c1cccc2nsnc12)c1ccccc1 (centres undefined),-1,97*,11,-10,1,-26,0,20,-9,3.9
Cc1ccc(C(=O)NCCCn2ccnc2)cn1,-1,3,8,8,0,0,2,8,3,0.4
Cc1cc(C)cc(OCc2nnc(N)s2)c1,0,-10,-2,7,-4,-5,1,6,4,-1.5
O=S1(=O)CCN(C2CCCC2)CC1,·,6,0,·,-6,2,-5,·,·,-0.8
CCCCCSc1nc(C)c(CC(=O)O)c(=O)[nH]1,0,-6,4,-14,-1,3,3,31,-1,-1.5
C1CN(c2nc3nonc3n3nnnc23)CCO1,-3,0,-5,2,-7,-21,-4,10,1,-2.9
COc1ccc(S(=O)(=O)N2CCN(CC(=O)Nc3ccc(F)c(F)c3)CC2)cc1,7,1,4,2,-1,-14,12,10,3,0.7
Cc1ccc(C)c(NS(=O)(=O)c2cc(C(=O)NCc3ccco3)ccc2C)c1,-3,-5,5,19,0,9,-2,-42,-7,-0.3
C/C(=N\NC(=O)CC#N)C1COc2ccccc2O1 (centres undefined),1,14,-2,·,-1,-3,-4,21,6,-0.4
Cc1cccc(OCc2nnc(SCC(=O)O)n2Cc2ccccc2)c1,0,7,18,4,4,-2,-2,16,-3,0.4
FC(F)(F)c1ccc(-c2nc(=S)[nH][nH]2)cc1,-4,-4,-4,-7,5,0,-6,20,-7,0.1
CCOC(=O)[C@]12CCC=C1N(Cc1ccco1)C(=O)[C@H](CC(=O)NCCCCc1ccccc1)C2,·,·,10,·,-13,-5,-1,·,·,0.0
CCOC(=O)CSc1nnc(NC(=O)NC(C)C)s1,3,-1,-3,4,-2,-3,0,7,6,0.6
COc1cc(Cl)c(C)cc1NC(=O)COc1ccccc1[N+](=O)[O-],2,-9,1,-6,-11,4,-10,22,-6,-0.3
CCc1ccc(N2C(=O)C3NN=C(C(=O)OCc4ccccc4)C3C2=O)cc1 (centres undefined),4,2,15,-9,-2,-4,-4,-2,-8,0.3
Cn1c(=O)c2c(nc(Cl)n2CCOc2ccccc2)n(C)c1=O,-2,6,-6,-2,-1,3,-3,10,-1,2.2
Cc1ccccc1NC(=S)NNC(=O)c1csc2c1CCC(C)C2 (centres undefined),-1,-7,11,10,-3,-1,7,3,3,-0.3

Four records drawn at random from those above, as already listed:
smiles,SARS 3CLpro inh,MazF activator,CCHF vOTU inh,SSB-PriA inh,Anthrax LF prot,PrPC TRFRET,BoNT-F LC inh,DUSP3 inh,Rv3671c inh,BoNT A protease
COc1ccc(S(=O)(=O)N2CCN(CC(=O)Nc3ccc(F)c(F)c3)CC2)cc1,7,1,4,2,-1,-14,12,10,3,0.7
OCCCn1c(-c2ccccc2)nc(=S)c2c1CCCC2,2,3,0,1,1,5,2,15,-7,?
CC(NC(=O)CN(C)S(=O)(=O)c1cccc2nsnc12)c1ccccc1 (centres undefined),-1,97*,11,-10,1,-26,0,20,-9,3.9
CC(=O)c1cccc(NC(=O)CO/N=C2/CCCc3nonc32)c1,4,8,4,·,0,4,-8,9,7,0.3

(cont.)
smiles,SARS 3CLpro inh,MazF activator,CCHF vOTU inh,SSB-PriA inh,Anthrax LF prot,PrPC TRFRET,BoNT-F LC inh,DUSP3 inh,Rv3671c inh,BoNT A protease
COCC1CCN(Cc2nc(-c3cccs3)no2)C1 (centres undefined),2,6,-2,-1,-2,3,8,-4,0,-0.2
COc1ccc(CCn2c(=O)[nH]c3cc(C(=O)N4CCN(c5ccccn5)CC4)ccc3c2=O)cc1OC,1,0,-12,-3,-2,-3,-6,12,-1,-0.9
CCNC(=O)C1(C)CCCN(C(=O)/C=C/c2ccccc2)C1 (centres undefined),·,·,3,·,-3,-5,1,·,·,0.2
Fc1ccc(/C=N/c2c(-c3ccc(F)cc3)nc3n2CCS3)cc1,6,0,1,·,4,0,-1,32,10,-0.4
O=C(Nc1ccc(F)cc1F)C1(c2cccs2)CCOCC1,-1,8,2,-4,-5,0,-4,19,3,-0.5
CCN1CCCC1CNCc1cccc(OC)c1OCc1ccccc1F (centres undefined),2,-7,-12,-2,-3,-3,-2,19,-11,0.0
Cc1ccccc1C(=O)Nc1ccc(CN2CCOCC2)cc1,-1,-6,-8,-10,-9,2,-4,27,·,2.5
CC1=C(C(=O)Nc2cc(C)ccn2)C(c2ccc(C)cc2)C2=C(CCCC2=O)N1 (centres undefined),-5,4,-13,-12,1,0,-16,7,4,-1.1
Cc1cc(NC(=O)CCC(=O)N(CC(=O)NC2CCCC2)c2ccc(F)cc2)no1,-2,5,-17,2,-2,-4,-1,-4,-7,-1.4
O=C(Nc1cccc2ccccc12)N1CCOCC1,-2,-3,-6,19&-4,-2,8,-2,-4,-11,1.0
CC(=O)Oc1ccccc1-c1nc(/C=C/c2ccccc2)no1,2,-1,1,-5,0,-1,?,8,·,3.4
COc1ccc(CC(=O)Nc2cccc(C)n2)cc1OC,0,-4,9,4,0,3,-4,-5,-6,0.1
COc1ccc(NC(=O)CC2SC3=NCCN3C2=O)cc1 (centres undefined),-1,-1,6,-1,8,-3,3,36,5,-1.5
COC(=O)NNC(=O)c1ccc(Cl)cc1Cl,4,5,6,1,-1,1,1,5,9,-0.3
CCNC(=O)NC(=O)C(C)OC(=O)c1c(C)nn(Cc2ccccc2)c1Cl (centres undefined),1,4,-9,10,0,9,-3,-9,5,-0.8
CC(=O)N1CCC(O)(c2cccc(C(F)(F)F)c2)CC1,0,0,-6,1,1,5,-5,16,3,0.8
CCOC(=O)c1cnc2ccccc2c1Nc1cccc(C(=O)O)c1,4,-1,7,7,-4,-1,-8,11,4,-0.1

Only part of the results is shown; rates above refer to the full screens.
